# High-throughput results from PubChem BioAssay.
# PLK1 PBD block: blocks phosphopeptide binding to human PLK1 polo-box domain | P53350 | Plk1 PBD binding of FITC phosphopeptide, fluorescence polarization | Potency, µM, for the others: max response, negative = inhibition, usual class: inhibitors | 360,000 tested, 2.8% active | AID 720504; also: potency is read from the fitted curve at half-maximal effect; series mostly up to about 57 µM; % is scaled to controls: 0 for no effect and ±100 for the full control effect; nearly all actives have a fitted effect of over 65% in size
# EPAC2 ag: activates human EPAC2 exchange factor; Q8WZA2; EPAC2 activation, biochemical qHTS; response scale: 100% = 6.5 mM cAMP response; Potency, µM (highest dose often 154 µM), for inactives: top-dose activation, hits mostly activators; 360,000 tested, 0.079% active; AID 720711; also: potency is read from the fitted curve at half-maximal effect; nearly all actives have a fitted effect of over 50% in size
#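 Nucleotide exchange monitored as fluorescence drop when BODIPY-GDP leaves Rap1B. Reaction: 100 nM EPAC2, 250 nM RAP1B-BODIPY-GDP, 50 uM GDP, room temperature, kinetic read over 30 min. Activity expressed relative to 6.5 mM cAMP.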
# WRN inhibitor: blocks human WRN helicase; Potency, µM (series often up to 114 µM), inactives show at the highest dose activity change, negative = inhibition, usual class: inhibitors; Q14191; 360,000 tested, 0.46% active; AID 651768; WRN helicase unwinding, fluorescent forked duplex, kinetic; also: potency is read from the fitted curve at half-maximal effect; % is scaled to controls: 0 for no effect and ±100 for the full control effect; nearly all actives have a fitted effect of over 55% in size
#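 Kinetic fluorescence helicase assay: unwinding of a quenched forked DNA duplex (100 nM final) with 2 mM ATP final raises red fluorescence (525/598 nm). Compounds sat 15 min at room temperature with 20 nM WRN beforehand.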
# CCT modulator: changes cytosolic chaperonin activity | purified chaperonin ATPase assay, HTRF ADP detection, 30 min | activity change, % (concentration not given with the values), hits read low | 360,000 tested, 0.3% active; in the data active = activity change below about -30%; also: % is scaled to controls: 0 for no effect and ±100 for the full control effect
#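 TRiC (40 or 20 nM final, by batch activity) in 30 mM Tris pH 7.4, 100 mM KCl, 5 mM MgCl2, 1 mM DTT was treated with compound at 76 uM single dose, then 10 uM ATP, 30 min at 37 °C. ADP was read by HTRF Transcreener.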
# PI5P4K alpha inh: PI5P4K alpha (human) kinase inhibition. max response, %. 330,000 tested, 1.2% active. P48426. PI5P4Kalpha enzyme, ADP-Glo luminescence, 60 min; active compounds read low; active = max response of -50% or lower; inconclusive = between -30% and -50%; inactive = -30% or higher; also: value at the top dose of about 77 µM; % is scaled to controls: 0 for no effect and ±100 for the full control effect
#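 PI5P4Kalpha ADP-Glo assay; 5 microM ATP final; 60 min RT reaction; HEPES pH 7.4/EGTA/CHAPS, 5% DMSO; controls lacking substrate or enzyme; luminescent end-point.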
# EPAC1 agonist: agonists of human EPAC1 | Potency, µM (titrated, usually from 154 µM), without a hit: at the highest dose activation, actives largely listed as activators | AID 720707 | EPAC1 agonist qHTS, biochemical assay; response scale: 100% = response to 6.5 mM cAMP | O95398 | 360,000 tested, 0.073% active; also: potency is read from the fitted curve at half-maximal effect; nearly all actives have a fitted effect of over 60% in size
# Target sequence (O95398 whole entry, looked up): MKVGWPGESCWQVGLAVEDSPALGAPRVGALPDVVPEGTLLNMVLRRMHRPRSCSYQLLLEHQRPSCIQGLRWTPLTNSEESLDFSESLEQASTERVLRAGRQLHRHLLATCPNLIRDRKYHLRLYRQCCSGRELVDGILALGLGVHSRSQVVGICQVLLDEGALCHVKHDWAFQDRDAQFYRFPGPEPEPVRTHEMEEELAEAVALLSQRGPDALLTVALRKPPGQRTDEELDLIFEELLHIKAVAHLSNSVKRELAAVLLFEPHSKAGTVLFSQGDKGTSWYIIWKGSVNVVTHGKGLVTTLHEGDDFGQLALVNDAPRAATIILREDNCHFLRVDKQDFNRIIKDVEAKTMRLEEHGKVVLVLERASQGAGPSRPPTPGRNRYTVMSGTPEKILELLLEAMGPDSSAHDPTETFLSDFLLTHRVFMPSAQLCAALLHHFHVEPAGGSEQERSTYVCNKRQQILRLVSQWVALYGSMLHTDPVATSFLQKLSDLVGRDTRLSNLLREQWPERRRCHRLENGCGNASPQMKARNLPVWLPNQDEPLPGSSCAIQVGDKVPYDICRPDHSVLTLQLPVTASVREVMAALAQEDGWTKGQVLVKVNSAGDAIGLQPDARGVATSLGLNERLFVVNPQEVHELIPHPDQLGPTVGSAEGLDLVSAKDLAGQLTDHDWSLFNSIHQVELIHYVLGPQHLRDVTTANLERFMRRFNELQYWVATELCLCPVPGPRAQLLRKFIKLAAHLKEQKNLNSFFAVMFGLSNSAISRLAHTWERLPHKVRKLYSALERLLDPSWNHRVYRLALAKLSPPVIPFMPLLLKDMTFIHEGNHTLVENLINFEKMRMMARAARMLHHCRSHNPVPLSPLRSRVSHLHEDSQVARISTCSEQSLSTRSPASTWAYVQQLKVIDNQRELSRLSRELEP
#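 EPAC1 100 nM, Rap1B–BODIPY-GDP 250 nM, unlabeled GDP 50 uM; compound titration; 5 min RT; kinetic read ex480/em540 at 5-min intervals ×30 min; data normalized to 6.5 mM cAMP agonist control.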
# EPAC1 antag: antagonists of human EPAC1 | O95398 | EPAC1 GEF assay, Rap1b-BODIPY-GDP exchange fluorescence | Potency, µM (highest dose often 115 µM), for inactives: at the top dose activity change, negative = inhibition, actives largely listed as inhibitors | 360,000 tested, 0.14% active | AID 720709;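 also: potency is read from the fitted curve at half-maximal effect; plate controls were vehicle for no effect and positive control for full effect; nearly all actives have a fitted effect of over 50% in size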
# IL2 activator: activators of IL-2 | IL-2 activation reporter assay, cell-based qHTS; stimulated with anti-CD3/CD4/CD28 beads; in transgenic mouse T cells | activation, % (series mostly up to about 46 µM) | 360,000 tested, 0.065% active; in the data active = activation above about 50%; inconclusive = mostly about 30% to 49%; also: 0% is about no effect
#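 Readout: EGFP and DsRed signals by fluorescent plate cytometry. Unstimulated transgenic mouse T cells received compound 60 min before antibody-bead stimulation, then incubated 18 h at 37 degrees C.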
# Numbers without * were called inactive; ? = inconclusive; / = not tested or not shown; [ ] = another dose, or the depositor's remark. Unless noted, calls follow the shape of the dose curve; as a rule, active = well fitted curve in the direction sought with a large enough effect; inconclusive = small, poorly fitted or top-dose-only effect, or another doubt; inactive = no such curve, though single readings can be large; an effect the other way counts as inactive or inconclusive.
canonical_smiles	EPAC1 agonist	EPAC2 ag	IL2 activator	CCT modulator	EPAC1 antag	PLK1 PBD block	PI5P4K alpha inh	WRN inhibitor
Cc1cc2c(cc1S(=O)(=O)Nc1cccc(C)c1C)n(C)c(=O)c(=O)n2C	-12%	5%	-3.6	0.3	-3%	2%	1	23%
CCOc1ccc(C(=O)NCCc2ccccc2)cc1	5%	13%	-2.1	-5.4	3%	-7%	/	-5%[57.1 µM]
Cc1nn(-c2ccccc2)c(N2CCCC2)c1/C=N/NC(=S)Nc1ccc(F)cc1	0%	6%	-1.5	-1.8	-14%	-6%	1	-5%
Cc1cc(C(=O)Nc2c(F)c(F)c(F)c(F)c2F)n(-c2ccccc2)n1	-4%	4%	0.5	-2.8	8%	-11%	0	?
CC(C)OCCCNC(=O)c1ccc(CS(=O)(=O)Cc2ccccc2F)o1	-1%	1%	7.0	0.5	-1%	-1%	/	-2%
CCCC(C)C(=O)Nc1ccc(Cl)cc1Cl (configuration not stated)	-3%	-9%	-3.6	-2.7	14%	-5%	-2	-5%[57.1 µM]
CCCC(=O)Nc1nnc(COC)s1	-2%	3%	-0.6	-3.6	-1%	0%	0	5%
COc1ccccc1NC(=O)CN(Cc1ccco1)C(=O)c1ccc(Cl)nc1	2%	14%	-0.4	-1.0	-23%	-17%	-3	12%
COc1ccc(/C=C/C(=O)NCC(=O)n2nc(C)cc2C)cc1	-1%	8%	0.0	-1.1	-1%	-16%	-1	7%
C[C@H]1CN([C@@H](C)CO)C(=O)CCCn2cc(nn2)CO[C@@H]1CN(C)S(=O)(=O)c1ccc2ccccc2c1	-26%	-2%	-1.6	-2.9	6%	-6%	6	4%
CC1Cc2ccccc2N1C(=O)CSc1nnc(CNc2ccccc2)o1 (configuration not stated)	8%	8%	-0.6	-2.0	4%	-2%	/	-4%
Cc1csc(NC(=O)CSc2nc3nc(C)cc(C)n3n2)n1	13%	13%	6.8	-5.0	-29%	0%	1	-17%
CC(C)C(=O)Nc1c2c(nn1-c1ccc(F)cc1)CSC2	5%	8%	-0.2	1.1	-12%	-3%	1	2%
C/C(=N\O)C(C)(C)Nc1ccccc1F	-3%	6%	-0.7	-0.9	25%	2%	-3	-20%
C=CSc1sc(Cl)c(N(C)C)c1[N+](=O)[O-]	7%	12%	0.8	0.6	5%	-11%	10	-1%
CC(=O)Nc1ccc(S(=O)(=O)NCCC(=O)NC2CCCCCC2)cc1	2%	-2%	-2.2	-1.2	1%	-2%	8	-3%
CCOC(=O)c1c(C)[nH]c(C(=O)N(C)CC(=O)Nc2ccc(OCC)c(OCC)c2)c1C	-16%	-15%	0.5	-1.4	3%	-3%	5	-3%
Cc1c(C(=O)OCC(=O)N2C(C)CCCC2C)oc2ccccc12 (configuration not stated)	-8%	7%	-3.7	-0.3	18%	-6%	4	14%
COc1ccc(N2C(=O)C(CC(=O)O)S/C2=C\C(C)=O)cc1 (configuration not stated)	8%	4%	-0.1	2.7	1%	0%	2	-10%
c1ccc(OCCCc2nc(-c3ccncc3)no2)cc1	10%	12%	0.4	1.0	1%	-4%	/	-8%
CCn1c(CSc2ncccn2)nnc1SCC(=O)N1CCc2ccccc21	-1%	-2%	-2.5	-1.4	8%	-13%	/	6%
Cc1nc2ccc(N=NN(C)C)cc2[nH]1	6%	7%	0.6	0.0	-5%	-12%	-4	-5%
CCc1noc(C)c1C(=O)N(CC)CC(=O)NCc1ccc(F)cc1	1%	9%	2.5	-2.4	3%	-1%	-4	7%
CCCNC(=O)C1(C)CCCN(Cc2cc(-c3ccccc3)n(C)n2)C1 (configuration not stated)	-4%	8%	0.3	-1.3	-3%	-5%	2	-3%
CSc1ncccc1C(=O)NCCc1ccc(Cl)cc1	9%	20%	-0.6	-2.7	?	-13%	5	2%
COc1ccc(N(CC(=O)Nc2ccc3c(c2)OCO3)S(C)(=O)=O)c(OC)c1	-9%	8%	-1.3	0.9	-9%	-4%	-2	-7%
CCc1ccc(N2CC(C(=O)NC3CCCCC3C)CC2=O)cc1 (configuration not stated)	-8%	1%	-2.8	-0.2	16%	-6%	1	-4%
COc1cc(OC)c(C(=O)O/N=C(\N)c2cccc(C)c2)cc1OC	3%	11%	-4.9	-1.8	-2%	-3%	12	-16%
CCN(CC)S(=O)(=O)c1ccc(OC)c(NC(=O)CSc2ccccc2)c1	13%	17%	-0.4	-0.4	-20%	?	-1	-4%
Cc1cccc(N2CCN(S(=O)(=O)c3c(C)nc4scc(C)n4c3=O)CC2C)c1 (configuration not stated)	3%	3%	-4.0	-4.3	-6%	2%	-3	-6%
CC(C)c1nnc(NC(=O)CS(=O)(=O)Cc2ccccc2)s1	0%	3%	1.4	-1.6	4%	27µM*	2	5%
C=CCOC(=O)C1=C(C)N=C2SCCC(=O)N2C1/C=C/c1ccccc1OC (configuration not stated)	11%	22%	0.0	-2.1	-24%	-2%	1	-4%
CCCCN(C)CCCNC(=O)c1ccc2c(c1)N(CC)C(=O)c1ccccc1S2=O (configuration not stated)	4%	0%	-4.5	-4.1	-2%	-3%	-1	3%
CCOC(=O)C1CCN(Cc2ccc(OC)c(C)c2OC)CC1	7%	9%	-2.4	-0.5	2%	-9%	-1	6%
Cc1c(C#N)c(NC(=O)C(C)C)n(Cc2ccccc2)c1C	1%	0%	0.5	1.2	-4%	8%	-1	3%
O=S(=O)(c1ccc(Cl)cc1)N1CCC(n2cccc2)CC1	15%	22%	-1.9	-1.2	-11%	-8%	1	-3%
CC(=O)Nc1ccc(-c2csc(NC(=O)c3ccc(C)o3)n2)cc1	-3%	-3%[15.6 µM]	-0.7	1.0	-11%	-9%	-19	-11%
CN(C)c1ccc(/C=C/C=C2/SC(=S)N(c3ccccc3)C2=O)cc1	16%	7%	0.5	-0.2	3%	-3%	?	?
CCc1ccc(NC(=O)CCn2cccc2)cc1	4%	10%	-0.5	-1.7	-1%	-6%	3	-6%
CCCc1ccc(S(=O)(=O)N2CCN(C(C)C(=O)NCc3ccc(OC)cc3)CC2)cc1 (configuration not stated)	3%	18%	-0.6	-0.7	-5%	-11%	9	1%
C[C@H](NC(=O)c1ccco1)C(=O)NNC(=O)c1ccc(F)cc1	-10%	2%	0.0	-1.9	-5%	-6%	2	-3%
CC(NC(=O)CN1C(=O)NC(C)(c2cccc3ccccc23)C1=O)c1ccccc1 (configuration not stated)	-10%	-4%	2.4	3.1	2%	0%	-5	4%
COc1ccc(C(=O)Nc2ccccc2C(=O)Nc2ccc(C(=O)O)cc2)cc1	1%	7%	0.7	-0.9	1%	-13%	-1	-21%
Cc1[nH]c2ccccc2c1/C=C(\C#N)C(=O)NC(C)c1ccccc1 (configuration not stated)	19%	16%	-0.8	-3.2	-5%	-5%	/	-9%
CC(C)CC1(C(=O)NCCN2CCOCC2)C=CCN1C(=O)c1ccccc1 (configuration not stated)	-12%	7%	-0.4	-1.7	-4%	-2%	1	10%
O=S(=O)(Nc1ccc2c(c1)nc1n2CCOC1)c1ccccc1	-3%	0%	-2.9	-0.3	-1%	-7%	-2	5%
Cc1ccc(C)c(NC(=O)c2sc(Cl)nc2C)c1	3%	11%	0.1	-1.0	18%	2%	-9	-7%[57.1 µM]
S=C(Nc1ccccc1)N1CCN(C/C=C/c2ccccc2)CC1	-7%	1%	-1.9	-0.9	13%	-2%	3	-6%
CC(=O)Oc1ccc2cc(-c3ccccc3)c(=O)oc2c1	-12%	4%	-2.6	-2.8	8%	10%	0	9%
CCc1ccc(C(=O)COC(=O)C(CCSC)NC(=O)c2ccccc2)cc1 (configuration not stated)	6%	10%	-2.6	-0.6	-10%	-9%	0	4%
O=C(NCCC1=CCCCC1)C(=O)NCC1OCCCN1S(=O)(=O)c1ccc(F)cc1 (configuration not stated)	-6%	-6%	-3.4	-4.8	7%	-9%	0	-3%
COc1ccc(NS(=O)(=O)c2cccc(C(=O)N3CCCCCC3)c2)cc1	2%	14%	-5.8	-5.6	7%	-9%	-6	3%
CCOc1ccc(NC(=O)CCN2CCN(C)CC2)cc1	-3%	6%	-0.4	0.0	-6%	7%	-3	9%
CCC(=O)c1cn(CC(=O)NCc2ccco2)c2ccccc12	1%	-17%	-0.4	-1.7	-8%	-6%	0	-20%
CC(C)(C)c1ccc(C(=O)Nc2ccc(NC(=O)C(=O)O)cc2)o1	-8%	-2%	-0.1	-1.1	9%	5%	0	1%
CN(C)CCCNC(=O)Cc1ccc(Br)cc1	-4%	-1%	0.2	-0.4	-11%	-6%	7	2%
CC(C)CCNC(=O)C1CCCN(S(=O)(=O)c2ccc(-n3cnnn3)cc2)C1 (configuration not stated)	2%	8%	-0.2	-0.2	-17%	-19%	-4	2%
CCOC(=O)c1ccccc1NC(=O)CSc1nnc(COc2ccccc2C)n1C	7%	2%	-0.2	-5.3	7%	-2%	/	7%
Cc1nc2cc3c(cc2c(C)c1C(=O)OC(C)C)OCO3	2%	8%	-0.6	-1.7	-3%	?	-10	-17%
CCOC(=O)C1=CCN(S(=O)(=O)c2ccc(F)cc2)C1c1ccc(Br)cc1 (configuration not stated)	2%	13%	-0.5	1.0	-16%	-9%	7	-12%
CCOc1ccc(N=Cc2c(O)n(-c3cccc(C)n3)c(=O)c3ccccc23)cc1	14%	3%	-0.1	1.5	-19%	-2%	/	?
O=C(CCN1C(=O)/C(=C/c2cccs2)SC1=S)NC1=NCCS1	8%	22%	-0.2	0.9	8%	0%	-4	-18%
COC(=O)/C(=C\Nc1ccc(Oc2ccc(F)cc2F)nc1)NC(=O)c1ccccc1	-2%	-2%	0.0	1.2	2%	-3%	3	-1%

# Grouped by structure, the entries above with a cyano group (2)
canonical_smiles	EPAC1 agonist	EPAC2 ag	IL2 activator	CCT modulator	EPAC1 antag	PLK1 PBD block	PI5P4K alpha inh	WRN inhibitor
Cc1c(C#N)c(NC(=O)C(C)C)n(Cc2ccccc2)c1C	1%	0%	0.5	1.2	-4%	8%	-1	3%
Cc1[nH]c2ccccc2c1/C=C(\C#N)C(=O)NC(C)c1ccccc1 (configuration not stated)	19%	16%	-0.8	-3.2	-5%	-5%	/	-9%

# Only part of the results is shown; the hit share may differ from the screen's.
